sdo1 growth: growth rescue of sdo1-depleted yeast, primary screen, S. cerevisiae, bone marrow failure model | S. cerevisiae sdo1-depleted JHY4D growth rescue, OD600 30 h; active compounds read high; pdr5 snq2 efflux-pump mutant strain | z-score at 10 µM | 0.21% of 140,000 active;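 active means z-score above 3 at both the 24 hr and the 30 hr optical density reads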;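 further: z-score against mean and SD of all compound wells on the same plate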
INS promoter inh: inhibitors of insulin promoter-driven GFP, primary screen, imaging, TRM-6 cells (human fetal islet line), eGFP reporter, cell count; AID 1273, 2008; reporter expression induced with tamoxifen; 0.9% of 130,000 active; inhibition, % at 2 µM;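 active means inhibition above the mean plus 3 SD, with well images judged a real hit on visual review, cut at about 60% in these data, passing the limit was not always enough; inconclusive means inhibition over the cutoff but images rejected on review; inactive means inhibition not above the cutoff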
sdo1 growth Rescue 24 h: recorded beside sdo1 growth, whose call it bears; z-score; S. cerevisiae sdo1-depleted JHY4D growth rescue, OD600; measured here: growth rescue at 24 h;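 0 is the plate mean of compound wells and units are plate SD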
An asterisk follows results filed as active; ? = inconclusive; . = not tested or not shown. Only part of the results is shown; rates above refer to the full screens.

Values run as follows: sdo1 growth, sdo1 growth Rescue 24 h, INS promoter inh
> Cn1c(=O)oc2cc(S(=O)(=O)N3CCN(c4ccc(F)cc4)CC3)ccc21
    -0.61, -0.51, 70.3*
> CCCCCCSc1nnc2[nH]c(=O)cc(N)n12
    1.09, 0.73, 38.5
> O=C(CC(Nc1ccc(Cl)cc1)C(=O)O)c1ccccc1 (stereo not given)
    0.48, 0.56, 22.2
> COc1ccc(/C=N/OCC(=O)NC(c2ccccc2)c2ccccc2)cc1OC
    -0.4, -0.47, -14.3
> Cc1ccccc1NC(=O)CSCCO
    1.06, 0.8, 26.7
> C=CCNc1nc2c(c(=O)[nH]c(=O)n2C)n1CCCCC
    1.67, 1.87, 50.0
> CCOc1ccc(C(=O)CSCCC(=O)O)cc1
    ., ., 9.1
> CCOC(=O)N1CCN(c2c(N3CCN(c4ccc(OC)cc4)CC3)c(=O)c2=O)CC1
    -0.48, -0.92, .
> O=C(Cc1ccc(Cl)cc1)c1c[nH]c(C(=O)NCCCn2ccnc2)c1
    ., ., -109.1
> Cc1cccc(NC(=S)NCCc2c[nH]c3ccccc23)c1
    -1.32, -0.48, 10.0
> C=CCN(C)CCCNC(=O)/C=N/O
    -0.44, -0.61, .
> O=C(/C=C/c1cnc2ccccc2n1)NC1CCCCCC1
    -0.74, -0.66, .
> CCOC(=O)Cc1csc(/N=C/c2c(O)n(-c3ccccc3C(F)(F)F)c(=O)c3ccccc23)n1
    -0.04, -0.15, 40.0
> Cc1cc(C)n(-c2nc3ccccc3nc2N2CCC(C)CC2)n1
    -1.56, -0.73, -246.7
> O=C(CSc1nc2scc(-c3ccco3)c2c(=O)n1-c1ccccc1)N1CCOCC1
    -0.27, 0.21, 23.1
> C/C(=N\OCC(=O)Nn1c(=O)[nH]c2ccccc2c1=O)c1ccccc1
    0.56, 0.16, 5.6
> N#CCCCCn1c(-c2cncs2)nc2ccccc21
    -0.7, -1.53, .
> CCCOc1ccc(C2/C(=C(/O)c3ccc(F)cc3)C(=O)C(=O)N2CCCN(C)C)cc1 (stereo not given)
    0.93, 0.49, 56.2
> Cc1ccc(C2(C(F)(F)F)N=C3Sc4cc(C)cc(C)c4N3C(=O)N2)cc1 (stereo not given)
    -2.01, -1.81, 19.4
> CCN1CCN(CCn2c(=S)[nH]c3cc4c(cc3c2=O)OCO4)CC1
    0.74, 1.08, 16.1

Overlap with the part before: 3 compounds, then new ones.
Values run as follows: sdo1 growth, sdo1 growth Rescue 24 h, INS promoter inh
> CCCOc1ccc(C2/C(=C(/O)c3ccc(F)cc3)C(=O)C(=O)N2CCCN(C)C)cc1 (stereo not given)
    0.93, 0.49, 56.2
> Cc1ccc(C2(C(F)(F)F)N=C3Sc4cc(C)cc(C)c4N3C(=O)N2)cc1 (stereo not given)
    -2.01, -1.81, 19.4
> CCN1CCN(CCn2c(=S)[nH]c3cc4c(cc3c2=O)OCO4)CC1
    0.74, 1.08, 16.1
> CN1/C(=C\C(=O)c2ccco2)C(C)(C)c2ccccc21
    -1.19, -0.28, .
> Cn1c(=O)c2c(nc(NN=C3CCCCC3)n2C)n(C)c1=O
    ., ., 43.8
> CCC(CC)NC(=O)CON=C1c2ccccc2-c2ccccc21
    -0.35, 0.23, -87.8
> CCCCC(=O)Nc1ccc(NC(=O)CCCC)nc1
    0.98, 0.63, .
> Cc1ccccc1CS(=O)(=O)c1cnc2ccccc2n1
    0.54, 0, 53.6
> Cc1oc(-c2cccc(Cl)c2)nc1CN1CCCC(C(=O)NCCCN2CCOCC2)C1 (stereo not given)
    0.44, 0.66, -135.7
> COCCOC(=O)c1[nH]c2c(c1C)C(=O)CC(c1ccco1)C2 (stereo not given)
    -0.03, -0.3, .
> COc1ccccc1-c1n[nH]c(=S)n1N
    ., ., -33.3
> O=C(NCc1ccco1)C1CCN(C(=O)Cc2ccccc2)CC1
    -0.07, -0.26, 52.6
> COc1cc(C(=O)Nc2nnc(C)s2)cc(OC)c1OC
    0.77, 0.59, .
> CCOC(=O)CSc1nc2ccc(Nc3nc(N4CCOCC4)nc(N4CCOCC4)n3)cc2s1
    -0.61, -0.1, 28.6
> CC12CCC(C(=O)N(CCCN3CCN(Cc4ccccc4)CC3)C1=O)C2(C)C (stereo not given)
    ., ., 23.1
> CSc1cc(C)nc(N(C)C(C)=O)n1
    0.73, 0.89, .
> COc1ccc(N2CCCCn3c2nc2c3c(=O)n(C)c(=O)n2C)cc1
    0.17, 0.53, .
> CC12COC3(C(=O)Nc4ccc(F)cc4)CC1CCC32C (stereo not given)
    0.28, 0.18, .
> CC/C(=N\NC(=O)c1c(-c2ccccc2)noc1C)c1ccc(C)o1
    0.03, -0.87, -57.1
> O=C(c1ccccc1)N1CCN(Cc2cccc(Oc3ccccc3)c2)CC1
    -0.12, 0.88, -5.9
> COc1cc2c(cc1OC)CN(c1ccc([N+](=O)[O-])cc1Cl)CC2
    -1.35, -1.18, 38.5
> O=C(CCC1CCCC1)N1CCN(C(=O)C2CC2)CC1
    -0.48, -0.96, -25.0
> CC(C)C(NC(=O)C1CCCCC1)C(=O)Nc1ccccn1 (stereo not given)
    0.65, 0.12, .

The list continues.
Values run as follows: sdo1 growth, sdo1 growth Rescue 24 h, INS promoter inh
> CCCN(CCC)S(=O)(=O)c1cccc(C(=O)Nc2ccc3c(c2)OCO3)c1
    -2.17, -1.64, .
> Cc1ccc(S(=O)(=O)N2CCC(=O)N(CCOC(=O)NCc3ccccc3)CC2)cc1
    -0.05, 0.06, -23.8
> O=c1[nH]ncn1-c1ccccc1C(F)(F)F
    1.69, 1.4, 43.8
> O=S(=O)(NCCO)c1cccc2cccnc12
    1.7, 1.81, .
> CC(=O)Nc1ccc(NS(=O)(=O)c2ccc3ccccc3c2)cc1
    0.1, -0.65, .
> CCOC(=O)c1cccc(C(=O)OCC)n1
    0.5, 0.8, 15.2
> O=C(Cc1ccccc1)NCC(=O)Nc1cccc(Br)c1
    ., ., -21.4
> O=C(Nc1ncc2c(n1)-c1ccccc1CC2)c1ccccc1
    -0.39, -0.76, -12.2
> Cc1nc2sc3c(c2c(=O)n1/N=C/c1cccnc1)CCCC3
    ., ., 33.3
> CC1(C)CC(=O)C2=C(C1)OC(N)=C(C#N)C2c1ccc[nH]1 (stereo not given)
    ., ., -21.4
> COc1cccc(N2CCN(Cc3nc(N)nc(N4CCCc5ccccc54)n3)CC2)c1
    -1.15, -1.13, 34.2
> CC(C)(C)C(=O)N1N=C(c2cccc(NS(C)(=O)=O)c2)CC1c1cccs1 (stereo not given)
    ., ., 13.3
> Cc1[nH]c2ccccc2c1/C=N/NC(=O)c1cccc([N+](=O)[O-])c1
    ., ., -46.1
> CC(C(=O)OCC(=O)Nc1ncc(Cl)cc1Cl)N1C(=O)c2ccccc2C1=O (stereo not given)
    0.59, 0.93, 31.2
> C=CCOc1ccc(/C(O)=C2/C(=O)C(=O)N(CCCn3ccnc3)C2c2cccs2)cc1 (stereo not given)
    -0.01, 0.35, -50.0
> CCOc1ccccc1NC(=O)C1=C(C)NC(=S)NC1c1cccs1 (stereo not given)
    0.08, 0.12, 23.1
> Cc1c(Cl)c(C(=O)N2CCCC2)nn1C
    -0.13, -0.64, -23.1
> CCCCN(C)C(=O)C1CCN(C/C(C)=C/c2ccccc2)CC1
    -0.28, -0.71, 19.2
> CC(=O)n1cc(-c2ccncc2)c2ccccc21
    -0.34, -0.29, .
> Cc1cc(NC(=O)CSc2nc3c(sc4ccccc43)c(=O)n2CCCN2CCOCC2)n[nH]1
    1.13, 1.05, -21.1

(next part)
Values run as follows: sdo1 growth, sdo1 growth Rescue 24 h, INS promoter inh
> COc1ccc(-c2cc(C(=O)N3CCCc4ccccc43)no2)cc1
    -1.07, -0.48, 19.4
> CC(=O)c1cnc(Nc2cccc(C)c2)s1
    ., ., ?
> O=C(/C=C/c1ccco1)Nc1ccc(S(=O)(=O)N2CCOCC2)cc1
    ., ., -64.7
> Cn1cccc1C(C(=O)NC1CCCCC1)N(C(=O)Cc1cccs1)C1CC1 (stereo not given)
    0.05, -0.09, .
> COc1ccc(C(=O)N2CCc3ccccc32)cc1
    -0.45, -0.09, 6.5
> CCOc1cc(S(=O)(=O)NCc2ccncc2)c(C)cc1C
    ., ., -20.9
> Cc1sc(NC(=O)c2ccco2)c(C(c2cccnc2)N2CCCC2)c1C (stereo not given)
    -1.54, 2.5, 23.3
> Cc1cc(Br)ccc1NC(=O)CN1C(=S)NC(C)(C)CC1C (stereo not given)
    ., ., -33.3
> CCOC(=O)c1cc(C#N)c(N2CCCC2)nc1-c1ccccc1
    -0.91, -0.67, -62.1
> COc1ccc(OC)c(Nc2nc(N)nc(-c3cc4ccccc4o3)n2)c1
    -1.51, -0.17, 0.0
> COc1cccc(NC(=O)Cn2c(=O)c3c(ncn3Cc3ccccc3)n(Cc3ccccc3)c2=O)c1
    0.29, 1.93, -47.8
> Cc1cc(C)n2c(SCC(=O)Nc3c(C)n(C)n(-c4ccccc4)c3=O)nnc2n1
    0.63, -0.21, -41.8
> CCCCOC(=S)NC(=O)c1sc2ccccc2c1Cl
    0.45, 0.49, .
> CCOCCOC(=O)C1=C(C)N(C)C(=O)NC1c1ccccc1Cl (stereo not given)
    -0.49, -0.51, 0.0
> CC1CCCC(N2C(=O)NC(NC(=O)c3ccco3)(C(F)(F)F)C2=O)C1C (stereo not given)
    -0.51, -0.67, .
> CCOc1ccccc1CSc1nc2ccccc2[nH]1
    -1.26, -0.64, .
> CCc1c(C)sc(NC(=O)c2cc(CC(C)C)on2)c1C#N
    -0.83, -1.04, .
> CCCCOc1ccc(C(=O)N2CCCC2C(=O)O)cc1 (stereo not given)
    0.07, -0.34, 32.0
> O=C(COC(=O)c1cc(-c2cccs2)nc2ccccc12)NCc1ccco1
    -0.42, 0.53, .
> O=c1oc(-c2ccccc2)nc2c1cnn2-c1ccccc1
    0.19, 0.21, -36.4

Entries listed above marked active in INS promoter inh.
Values run as follows: sdo1 growth, sdo1 growth Rescue 24 h, INS promoter inh
> Cn1c(=O)oc2cc(S(=O)(=O)N3CCN(c4ccc(F)cc4)CC3)ccc21
    -0.61, -0.51, 70.3*

Remaining list, next part:
Values run as follows: sdo1 growth, sdo1 growth Rescue 24 h, INS promoter inh
> O=C(Nc1nccs1)c1cn(-c2ccccc2)nc1-c1ccncc1
    ., ., 15.0
> Cc1cc(C(=O)NC(C)c2ccc3c(c2)OCO3)cs1 (stereo not given)
    -0.87, -0.98, -425.0
> N/C(CCN1CCOCC1)=N/O
    0.23, -1.19, 3.1
> O=C(c1cc2ccccc2o1)N1CCN=C1SCc1cccnc1
    -0.4, -0.44, -90.9
> CCCOc1ccc(/C=C/C(=O)Nc2ccc([N+](=O)[O-])cc2C)cc1
    0.98, 0, -3.9
> COc1cc(C(=O)NC2CCCCC2)ccc1OCc1ccc(Cl)cc1Cl
    -0.27, -0.07, -7.1
> CC(C)C(=O)NC(=S)Nc1ccccc1C(F)(F)F
    -0.38, -0.53, 16.1
> O=C(CSc1ncnc2c1nnn2-c1ccc(F)cc1)N1CCN(c2ccccc2)CC1
    ., ., 25.0
> CCCCCOc1ccc(C(=O)C(c2ccccc2)N2CCOCC2)cc1 (stereo not given)
    -1.32, -0.52, 30.8
> CC(=O)C1=C(O)C(=O)N(c2nnn(C)n2)C1c1cccs1 (stereo not given)
    0.71, 1.3, .
> COc1ccc(N2C(=O)C(CC(=O)O)S/C2=C\C(C)=O)cc1 (stereo not given)
    0.37, -0.23, 25.0
> COc1ccc(Cc2nnc(SCC(=O)Nc3nc(C)cs3)o2)cc1
    0.06, 0.09, -369.2
> O=c1[nH][nH]c2nc(C(F)(F)F)cc(C(F)(F)F)c12
    -0.28, -0.24, .
> COc1cc(C)ccc1OCCOCCOc1ccccc1[N+](=O)[O-]
    -0.22, 0.08, -6.9
> O=C(Nc1ccccc1-c1nnn(CC(=O)N2CCCc3ccccc32)n1)c1ccc(Cl)cc1
    -0.68, -0.3, -206.2
> Cc1cccc(OCC(=O)N/N=C/c2cc([N+](=O)[O-])ccc2N2CCOCC2)c1
    -0.83, -0.95, 0.0
> CCOc1cc(/C=N\NC(=O)CC(=O)NCCc2ccccc2)ccc1O
    ., ., 11.1
> Fc1ccc(NC(=S)N2CCc3ccccc3C2)c(F)c1
    ., ., 11.6
> O=C(NCCC1=CCCCC1)N[C@@H](Cc1ccccc1)C(=O)O
    0.12, 0, -45.7
> COc1ccc(CCNc2cc(C)nc3c(-c4ccc(Cl)cc4)cnn23)cc1OC
    -0.49, 0.04, -2.0

Other structures
Values run as follows: sdo1 growth, sdo1 growth Rescue 24 h, INS promoter inh
> CC1=CC(C)C2(COC(=O)Nc3ccccc3)COC(C)C1C2C (stereo not given)
    ., ., -35.7
> CC(C)COc1ccc(-c2cc(C(=O)NN)[nH]n2)cc1
    0.21, 0.24, 52.9
> Cc1onc(-c2ccccc2)c1C(=O)Nc1nc(-c2ccccc2)cs1
    -1.86, -1.67, 20.0
> CCOC(=O)C1CCCN(C(=O)C(C)Oc2ccc(Cl)cc2Cl)C1 (stereo not given)
    -0.09, -0.29, -29.0
> Cc1cc(-n2c(C)cc(C(=O)CSc3nnnn3-c3ccccc3)c2C)no1
    -0.42, 0.07, .
> O=C(CCS(=O)(=O)Cc1ccccc1F)N1CCc2ccccc2C1
    -0.86, -1.25, 69.2
> Cc1noc(C)c1C(=O)N1CCc2ccccc2C1
    1.26, 2.24, 56.2
> CCC(C)(C)NC(=O)C(c1ccc(C)cc1)N(CC1CCCO1)C(=O)CNC(=O)c1cccs1 (stereo not given)
    -0.35, 0.21, -35.7
> CCOCCCNC(=O)CCC(=O)NNc1nc2ccccc2c2nc(C)nn12
    ., ., -142.9
> Oc1cccc2ccc[n+](CC(O)Cn3c4ccccc4c4ccccc43)c12 (stereo not given)
    0.6, 0.63, -27.0
> COc1ccc(C(=O)NCC(c2ccc(F)cc2)N2CCOCC2)cc1S(=O)(=O)N1CCCC1 (stereo not given)
    1.27, 0.99, 63.6
> COC(=O)c1c(NC(C)=O)sc(C(=O)Nc2ccccc2OC)c1C
    ., ., -14.3
